Assay outcomes as filed in PubChem.
Yfh1-off respiration – enhancers of respiration in Yfh1-depleted yeast, dose response, Friedreich's ataxia, plus single-dose screen (AID 1465); S. cerevisiae Yfh1-off respiration, WST-1 reduction, 72 h; higher fold induction means a stronger effect; 0.074% of 220,000 active; fold induction at 50 µM; hits with a dose series show EC50 in µM;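 active = fold induction of absorbance versus untreated yeast above a set limit, then at least 30% activation at any dose in follow-up; inconclusive = repeats straddling the limit, or above it without dose testing; inactive = fold induction below the set limit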;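 note: activators that raise dye reduction in frataxin-depleted yeast; strong numbers were not always called active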
Dynein transport – dynein cargo transport inhibition. 3617.4 mouse cells, GR-EGFP nuclear translocation imaging; test concentration mostly 20 µM; stimulated with dexamethasone, 1 µM; stronger effect = lower value. z-score, hits read low. 0.47% of 220,000 active. AID 1381;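 active = plate z-score of nuclear minus cytoplasmic receptor signal below a set negative limit, without overly bright fluorescence or cell loss, cut at about -3.5 in these data, passing the limit was not always enough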;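 note: z-score of nuclear minus cytoplasmic ring GR-EGFP intensity difference per well; some compounds called inactive have numbers as strong as hits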
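Also added: dexamethasone, 1.0 µM final. Medium: tet-free, stripped-serum medium. Detection: fixed, Hoechst-stained cells imaged at 10x for EGFP. Read-out: nuclear-to-cytoplasmic GR-EGFP distribution per well. Times: induction 48 h, compound 1 h, agonist 30 min.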
Autophagy mod – alters autophagy in cells; calls only at 10 µM (by protocol); AID 463193; 0.98% of 190,000 active; MEF GFP-LC3 puncta imaging; test concentration mostly 10 µM;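 active = percentage of spot-positive cells more than 3 SD above its plate mean, without a fluorescence outlier flag or 80% toxicity; inconclusive = no clear call, values can overlap the other calls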;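 note: spot-positive cell cutoff set from DMSO-treated cells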
PMI inhibitors – inhibitors of human PMI, primary screen, biochemical, fluorescence intensity, coupled assay (AID 1209) | purified PMI enzyme, coupled fluorescence intensity; higher % means a stronger effect | inhibition, % at 20 µM, or IC50 in µM where a hit was titrated | 0.42% of 190,000 active;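 note: plate controls were DMSO vehicle for no effect and wells lacking substrate for full effect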
Insulin prom up – MIN6 insulin promoter up-regulation; MIN6 insulin promoter-GFP reporter, high-content imaging; stronger effect = higher value; z-score at 5 µM; 0.3% of 190,000 active;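 active = z-score above 3 at 5 µM with at least 500 cells counted in the well; inconclusive = wells under 500 cells, flagged as cytotoxic or low count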
MT stabilizer – stabilizes microtubules in HeLa cells; HeLa tubulin immunostaining HCS, 24 h; share of cells brighter than vehicle mean+2SD; % tubulin-high responders, % at 10 µM; 0.83% of 200,000 active;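 active = plate Z-score above 3 for both tubulin-high and condensed-nucleus cell shares, with cell loss under 80%, at 10 µM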;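 note: anti alpha tubulin signal scored within the nucleus-defined area of each cell; some results filed as inactive read as strong as hits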
WT yeast gro inh – growth inhibition of WT yeast, mitochondrial fusion screen. mitochondrial fusion phenotypic screen, WT strain. inhibition, % at 10 µM. 2.1% of 190,000 active; in the data active = inhibition above about 58%; tested in S. cerevisiae
bCat nuc transl – modulators of beta-catenin nuclear translocation | HeLa beta-catenin nuclear translocation, immunofluorescence imaging | nuclear translocation activity, % at 5 µM | 0.3% of 190,000 active | AID 1665;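 active = nuclear translocation activity above 50% at 5 µM, with a well cell count of 50 or more; inconclusive = wells under 50 cells across six images, flagged as toxic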;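 note: per-cell ratio of nuclear to cytoplasmic median beta-catenin stain intensity; plate controls were DMSO negative control for no effect and GSK-3 inhibitor IX positive control for full effect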
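Test system: human HeLa cells, endogenous beta-catenin. Times: 24 h compound exposure, 37°C. Measured by: beta-catenin immunofluorescence imaging with DAPI.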
human PMI inhibitors – human PMI inhibitors, high substrate, primary screen, biochemical, fluorescence intensity, high mannose 6-phosphate (AID 1220); recombinant PMI enzyme, coupled fluorescence intensity; higher % means a stronger effect; inhibition, % at 20 µM, or IC50 in µM where a hit was titrated; 0.66% of 190,000 active
WT yeast gro inh mutant strain – recorded beside WT yeast gro inh, whose call it bears; inhibition, %; mitochondrial fusion phenotypic screen, mutant strain inhibition
Dynein transport cytoplasmic EGFP – also measured in Dynein transport; calls as there; z-score; measured here: cytoplasmic GR-EGFP intensity; stronger effect = higher value
Dynein transport nuclear GR-EGFP – second read-out of Dynein transport, no call of its own (marks repeat the call); z-score; measured here: nuclear GR-EGFP intensity;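 lower value marks the stronger effect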
Dynein transport cell count – second read-out of Dynein transport, no call of its own (marks repeat the call); z-score; measured here: cell count per field
Insulin prom up cell count – second read-out of Insulin prom up, no call of its own (marks repeat the call); cell count; measured here: cytotoxicity, nuclei count;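 total cells summed across four imaged fields per well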
bCat nuc transl cell count 5 µM – also measured in bCat nuc transl; calls as there; cell count; measured here: cell count, cytotoxicity flag
MT stabilizer Hoechst-high % – recorded beside MT stabilizer, whose call it bears; % Hoechst-high responders; measured here: nuclear condensation Hoechst responders;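 share of cells brighter than vehicle mean plus two SD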
MT stabilizer cytotoxicity % – also measured in MT stabilizer; calls as there; toxicity, %; measured here: cytotoxicity by cell density;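 0% = mean cell density of plate MIN control wells and 100% = no cells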
Autophagy mod cell loss 18 h – second read-out of Autophagy mod, no call of its own (marks repeat the call); toxicity, %; measured here: cell loss, nuclei count;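 cell loss after 18 h compound exposure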
Starred values were filed as active, the others as inactive. Cut-off read from the data, not from the text of the source, unless noted: active = inhibition above about 50%; inactive = the rest.

`CC(C)N1CCN(Cc2cnc(-c3ccccc3)s2)CC1CCO` (stereo unspecified) gave Yfh1-off respiration inactive, Dynein transport 0.22, Insulin prom up 0.21, bCat nuc transl -1.5, Dynein transport cytoplasmic EGFP -0.23, Dynein transport nuclear GR-EGFP 0.12, Dynein transport cell count -1, Insulin prom up cell count 1096 and bCat nuc transl cell count 5 µM 1387.
COc1cccc(-c2nc(-c3ccc(Br)o3)no2)c1 was read as Yfh1-off respiration inactive, Dynein transport 0.45, Insulin prom up 1.7, bCat nuc transl -0.6, Dynein transport cytoplasmic EGFP -0.18, Dynein transport nuclear GR-EGFP 0.82, Dynein transport cell count -0.39, Insulin prom up cell count 1021 and bCat nuc transl cell count 5 µM 1309.
COc1ccc(/C=C2/C(=O)N=C3SCCN32)cc1 was read as Yfh1-off respiration inactive, Dynein transport -1.3, Autophagy mod inactive, PMI inhibitors 3%, Insulin prom up -0.63, MT stabilizer 2.3, WT yeast gro inh 13, bCat nuc transl -5.5, human PMI inhibitors 2%, WT yeast gro inh mutant strain 22, Dynein transport cytoplasmic EGFP -0.22, Dynein transport nuclear GR-EGFP -0.43, Dynein transport cell count 1.8, Insulin prom up cell count 970, bCat nuc transl cell count 5 µM 1134, MT stabilizer Hoechst-high % 1.5, MT stabilizer cytotoxicity % 9.9 and Autophagy mod cell loss 18 h -8.
`CC(C)(C)NS(=O)(=O)c1ccc(CCC(=O)N2CCCCC2)cc1` gave Yfh1-off respiration inactive, Dynein transport 2.9, Autophagy mod inactive, PMI inhibitors 9%, Insulin prom up -0.19, MT stabilizer 3.0, WT yeast gro inh -3, bCat nuc transl -0.9, human PMI inhibitors 5%, WT yeast gro inh mutant strain 7, Dynein transport cytoplasmic EGFP -0.18, Dynein transport nuclear GR-EGFP 1.7, Dynein transport cell count -2.1, Insulin prom up cell count 1190, bCat nuc transl cell count 5 µM 1266, MT stabilizer Hoechst-high % 1.9, MT stabilizer cytotoxicity % 0.5 and Autophagy mod cell loss 18 h -3.
`CCCCn1c(=O)nc2n(-c3ccccc3)c3ccccc3cc-2c1=O` gave Yfh1-off respiration inactive, Dynein transport 0.27, Autophagy mod inactive, PMI inhibitors -42%, Insulin prom up -0.65, MT stabilizer 3.0, WT yeast gro inh -8, bCat nuc transl -1.8, human PMI inhibitors -63%, WT yeast gro inh mutant strain 10, Dynein transport cytoplasmic EGFP -0.084, Dynein transport nuclear GR-EGFP 0.67, Dynein transport cell count 1.5, Insulin prom up cell count 1059, bCat nuc transl cell count 5 µM 1384, MT stabilizer Hoechst-high % 1.0, MT stabilizer cytotoxicity % 8.1 and Autophagy mod cell loss 18 h -27.
Screening CCN(CC)S(=O)(=O)c1ccc2c(c1)c(=O)c(C(=O)NCc1cccs1)cn2C returned Yfh1-off respiration inactive, Dynein transport -0.99, Autophagy mod inactive, PMI inhibitors -3%, Insulin prom up 0.16, MT stabilizer 4.2, WT yeast gro inh -2, bCat nuc transl 0.2, human PMI inhibitors -8%, WT yeast gro inh mutant strain 3, Dynein transport cytoplasmic EGFP -0.19, Dynein transport nuclear GR-EGFP 0.15, Dynein transport cell count 0.62, Insulin prom up cell count 1189, bCat nuc transl cell count 5 µM 574, MT stabilizer Hoechst-high % 3.0, MT stabilizer cytotoxicity % 9.4 and Autophagy mod cell loss 18 h 17.
Screening N#Cc1ccsc1NC(=O)CN1CCN(S(=O)(=O)c2cc(Cl)ccc2Cl)CC1 returned Yfh1-off respiration inactive, Dynein transport -0.021, Autophagy mod inactive, PMI inhibitors -24%, Insulin prom up -0.34, MT stabilizer 4.0, WT yeast gro inh 18, bCat nuc transl -2.8, human PMI inhibitors -33%, WT yeast gro inh mutant strain 21, Dynein transport cytoplasmic EGFP -0.21, Dynein transport nuclear GR-EGFP 0.012, Dynein transport cell count -0.35, Insulin prom up cell count 1517, bCat nuc transl cell count 5 µM 1016, MT stabilizer Hoechst-high % 2.2, MT stabilizer cytotoxicity % 9.1 and Autophagy mod cell loss 18 h 41.
Screening CCOc1cc2[nH]c(=O)n(CCC(=O)N3CCN(c4ccccc4OC)CC3)c(=O)c2cc1OCC returned Yfh1-off respiration inactive, Dynein transport -0.29, Autophagy mod inactive, PMI inhibitors -6%, Insulin prom up -1, MT stabilizer 2.8, WT yeast gro inh 2, bCat nuc transl -2.3, human PMI inhibitors 0%, WT yeast gro inh mutant strain 7, Dynein transport cytoplasmic EGFP -0.22, Dynein transport nuclear GR-EGFP 0.0022, Dynein transport cell count 0.23, Insulin prom up cell count 1346, bCat nuc transl cell count 5 µM 1006, MT stabilizer Hoechst-high % 2.0, MT stabilizer cytotoxicity % 6.8 and Autophagy mod cell loss 18 h 13.
`COC(=O)CN1C(=S)N(C)C(=O)C1CC(=O)Nc1ccccc1` (stereo unspecified) gave Yfh1-off respiration inactive, Dynein transport -0.26, Autophagy mod inactive, PMI inhibitors -9%, Insulin prom up 0.51, MT stabilizer 6.5, WT yeast gro inh -6, bCat nuc transl -1.1, human PMI inhibitors -9%, WT yeast gro inh mutant strain -15, Dynein transport cytoplasmic EGFP -0.33, Dynein transport nuclear GR-EGFP -0.52, Dynein transport cell count 0.77, Insulin prom up cell count 1294, bCat nuc transl cell count 5 µM 952, MT stabilizer Hoechst-high % 2.3, MT stabilizer cytotoxicity % 6.1 and Autophagy mod cell loss 18 h 0.
`COc1ccc([N+](=O)[O-])cc1NS(=O)(=O)c1ccc(Cl)c(C(=O)Nc2sc3c(c2C#N)CCCCC3)c1` gave Yfh1-off respiration inactive, Dynein transport 0.0082, Autophagy mod inactive, PMI inhibitors 19%, MT stabilizer 1.8, WT yeast gro inh -17, bCat nuc transl -0.8, human PMI inhibitors 24%, WT yeast gro inh mutant strain -3, Dynein transport cytoplasmic EGFP -0.19, Dynein transport nuclear GR-EGFP -0.23, Dynein transport cell count 0.1, bCat nuc transl cell count 5 µM 1513, MT stabilizer Hoechst-high % 1.8, MT stabilizer cytotoxicity % 0.7 and Autophagy mod cell loss 18 h 2.
O=C(c1cc2sccc2n1Cc1ccc(F)cc1)N1CCN(c2nc3ccccc3s2)CC1 was read as Dynein transport -0.61, Autophagy mod inactive, PMI inhibitors -14%, Insulin prom up inconclusive, MT stabilizer 1.8, WT yeast gro inh 14, bCat nuc transl -2.4, human PMI inhibitors -8%, WT yeast gro inh mutant strain 4, Dynein transport cytoplasmic EGFP -0.085, Dynein transport nuclear GR-EGFP -0.26, Dynein transport cell count 0.83, bCat nuc transl cell count 5 µM 1261, MT stabilizer Hoechst-high % 1.2, MT stabilizer cytotoxicity % 5.7 and Autophagy mod cell loss 18 h 7.
`CSCC[C@H](NC(=O)OC(C)(C)C)C(=O)N/N=C/c1cc2ccc(C)cc2nc1Cl` gave Yfh1-off respiration inactive, Dynein transport -0.53, Autophagy mod inactive, PMI inhibitors 7%, Insulin prom up -1.2, MT stabilizer 2.4, WT yeast gro inh 14, bCat nuc transl -2.8, human PMI inhibitors 5%, WT yeast gro inh mutant strain -6, Dynein transport cytoplasmic EGFP -0.26, Dynein transport nuclear GR-EGFP -0.38, Dynein transport cell count 0.35, Insulin prom up cell count 1450, bCat nuc transl cell count 5 µM 1155, MT stabilizer Hoechst-high % 3.0, MT stabilizer cytotoxicity % 6.9 and Autophagy mod cell loss 18 h 6.
Screening COc1ccc2nc(Nc3nc(C)c(CCC(C)C)c(=O)[nH]3)nc(C)c2c1 returned Yfh1-off respiration inactive, Dynein transport -0.52, Autophagy mod inactive, PMI inhibitors 3%, Insulin prom up -4.2, MT stabilizer 3.0, WT yeast gro inh -64, bCat nuc transl -1.3, human PMI inhibitors 4%, WT yeast gro inh mutant strain 3, Dynein transport cytoplasmic EGFP -0.29, Dynein transport nuclear GR-EGFP -0.91, Dynein transport cell count 0.82, Insulin prom up cell count 1114, bCat nuc transl cell count 5 µM 1080, MT stabilizer Hoechst-high % 2.2, MT stabilizer cytotoxicity % 8.8 and Autophagy mod cell loss 18 h -11.
NC(=O)COc1ncn(-c2ccccc2)n1 was read as Yfh1-off respiration inactive, Dynein transport -0.45, Autophagy mod inactive, PMI inhibitors 2%, Insulin prom up 0.51, MT stabilizer 2.0, WT yeast gro inh -10, human PMI inhibitors 0%, WT yeast gro inh mutant strain -7, Dynein transport cytoplasmic EGFP -0.23, Dynein transport nuclear GR-EGFP -0.42, Dynein transport cell count 0.31, Insulin prom up cell count 1008, MT stabilizer Hoechst-high % 1.7, MT stabilizer cytotoxicity % 7.8 and Autophagy mod cell loss 18 h -6.
c1ccc(-c2nnc3sc(-c4cc5ccccc5o4)nn23)cc1 was read as Yfh1-off respiration inactive, Dynein transport -1.2, Autophagy mod inactive, PMI inhibitors 7%, Insulin prom up -0.06, MT stabilizer 2.1, WT yeast gro inh 9, bCat nuc transl -0.1, human PMI inhibitors 3%, WT yeast gro inh mutant strain 1, Dynein transport cytoplasmic EGFP -0.088, Dynein transport nuclear GR-EGFP -1, Dynein transport cell count 0.1, Insulin prom up cell count 1829, bCat nuc transl cell count 5 µM 1088, MT stabilizer Hoechst-high % 1.3, MT stabilizer cytotoxicity % 1.9 and Autophagy mod cell loss 18 h 6.
